mHTT-CaM PPI inh: inhibitors of human mutant huntingtin-calmodulin interaction. AID 1671202. P42858. AlphaScreen His-mHTT/GST-CaM binding, luminescence. inhibition, % at 15 µM. actives 3.6% (n = 190,000);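 further: 0% = both proteins with DMSO and 100% = one protein alone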
Pf apPOL block: Pf-apPOL DNA polymerase inhibition. actives 0.25% (n = 210,000). inhibition, % at 10 µM. Recombinant Pf-apPOL, molecular beacon fluorescence, 1.5 h
Active calls of the source: *; · = no result given; & = joins results of further samples. No stated cut-off is given here; in the data, active means inhibition above about 50%; inactive means the rest. No enrichment for hits; overall some 3.5% were active at least once.

SMILES | mHTT-CaM PPI inh | Pf apPOL block
CC1=C(C)CC(C(=O)NCc2csc3ccccc23)C(C(=O)O)C1 (stereo unspecified) | · | -5
CCN1CCn2cc(S(=O)(=O)NCc3cccc(F)c3)cc2C1=O | -6 | 2
O=C1CCc2cc(Cl)ccc21 | · | -10
CCOC(=O)C(C#N)=CNc1cc(C)c(OS(=O)(=O)c2cc(Cl)cc(Cl)c2)c(Cl)c1 | · | -5
O=C(CSS(=O)(=O)O)N1CCc2ccccc21 | 3 | -3
Oc1c(Cl)cc(Br)cc1C=Nc1ccccc1 | 11 | 0
O=C(C1CCCO1)N1CCC(Nc2ncnc3c2CCC3)CC1 (stereo unspecified) | -1 | -6
CC1=N/C(=C\c2ccc([N+](=O)[O-])cc2)C(=O)N1c1cc(Cl)ccc1Cl | 52* | -1
O=C(Nc1cc2cc([N+](=O)[O-])ccc2oc1=O)c1ccc(Br)cc1 | 5 | 0
Cc1cc(C)cc(NC(=O)CN2C(=O)C3CCCN3C(=O)c3ccc(F)cc32)c1 (stereo unspecified) | 19 | -7
Cc1ccc(C2C(C#N)=C(N)OC3=C2C(=O)CCC3)o1 (stereo unspecified) | 1 | -1
CC(Nc1nc(F)cc(=O)[nH]1)C(=O)O (stereo unspecified) | -6 | ·

Overlap with the part before: 2 compounds, followed by the next part.
SMILES | mHTT-CaM PPI inh | Pf apPOL block
Cc1ccc(C2C(C#N)=C(N)OC3=C2C(=O)CCC3)o1 (stereo unspecified) | 1 | -1
CC(Nc1nc(F)cc(=O)[nH]1)C(=O)O (stereo unspecified) | -6 | ·
CN1C(=O)c2cccnc2Sc2cc(C(=O)Nc3ccc(F)cc3F)ccc21 | -1 | 6
Cc1cc(NC(=O)CN2C(=O)S/C(=C\c3ccc(F)cc3)C2=O)no1 | 2 | 0
C=CCOC(=O)COc1cc2c(-c3cc4cccc(OC)c4o3)cc(=O)oc2cc1C | 11 | 4
O=C(CC(NC1CCCC1)C(=O)O)Nc1cccc([N+](=O)[O-])c1 (stereo unspecified) | -7 | -3
Cc1nn(C(=O)COc2ccc(F)cc2)c(C)c1Sc1ccccc1[N+](=O)[O-] | -2 | -4
CCCC(=O)Nc1ccc2c(c1)CC(C(=O)NCCOC)CO2 (stereo unspecified) | -5 | 6
COc1ccc(OC)c(CNC(=O)CN2C(=O)CCCc3ccccc32)c1 | 5 | -4
COc1ccc(CC2CCN(S(=O)(=O)c3ccccc3C)CC2)cc1 | -39 | -2
O=C(Nc1nnc(-c2ccc(Br)cc2)s1)Nc1ccccc1F | -8 | -9
CC(=O)Nc1ccc(NC(=O)c2ccccc2Sc2ccc([N+](=O)[O-])cc2)cc1 | 2 | 1
CN1CCN(S(=O)(=O)c2ccc3nc(-c4ccccc4)[nH]c3c2)CC1 | 0 | -11
Cc1cccc(Oc2nccnc2N2CCC(C(=O)NCc3ccccc3Cl)CC2)c1 | -2 | -14
COCCCNC(=O)c1cnn2c(C(F)(F)F)cc(-c3ccccc3)nc12 | 5 | -6
O=C(CSc1ccccn1)Nc1ccc(Cl)c(Cl)c1 | -20 | -3
CN1CCN(CCNC(=O)C2CCc3sc(C(=O)N4CCCCCC4)cc3C2)CC1 (stereo unspecified) | 2 | -7
O=C(Nc1ccccc1Cl)c1ccc(Br)c(S(=O)(=O)N2CCCCCC2)c1 | -1 | -14
CNC(=O)N1CCCC(c2cccc(C(=O)NCc3ccccc3C(F)(F)F)c2)C1 (stereo unspecified) | -2 | -8
COc1ccc(C2=NN(CC(=O)NCc3ccccn3)C(=O)CC2)cc1 | 25 | -17
O=c1[nH]cc(S(=O)(=O)N2CCCc3ccccc32)c(=O)[nH]1 | -2 | -6
O=C(Nc1c2c(nn1-c1ccc(Oc3ccccc3)cc1)CSC2)c1ccco1 | 96* | -9
Cc1onc(-c2c(Cl)cccc2Cl)c1C(N)=O | · | -3
Cc1ccc(-c2nc(C(=O)NC3CCN(Cc4ccccc4)CC3)c3n2CCCCC3)cc1 | 39 | -1
CCn1c(C2CCN(C(=O)Nc3ccccc3)C2)nc2cccnc21 (stereo unspecified) | -2 | -6
Cc1ccc2c(c1)sc1nc(-c3ccccc3)cn12 | -21 | -8

Brought forward from above: 4 entries; new compounds follow.
SMILES | mHTT-CaM PPI inh | Pf apPOL block
Cc1onc(-c2c(Cl)cccc2Cl)c1C(N)=O | · | -3
Cc1ccc(-c2nc(C(=O)NC3CCN(Cc4ccccc4)CC3)c3n2CCCCC3)cc1 | 39 | -1
CCn1c(C2CCN(C(=O)Nc3ccccc3)C2)nc2cccnc21 (stereo unspecified) | -2 | -6
Cc1ccc2c(c1)sc1nc(-c3ccccc3)cn12 | -21 | -8
CS(=O)(=O)N(CC(=O)Nc1cccc(Br)c1)c1ccccc1F | -6 | -8
Cc1cccc(-c2nc(Cn3ccnc3)no2)c1 | -8 | -1
COc1ccc(-c2ncc(NC(=O)C(C)C)cn2)cc1 | -3 | 0
COc1cccc(NC(=O)N2CCn3cccc3C2C)c1 (stereo unspecified) | 34 | -8
O=C(NC1CCCCCC1)C1CCCN(S(=O)(=O)N2CCCC2)C1 (stereo unspecified) | -6 | -18
CCOC(=O)c1cn2nc(OS(C)(=O)=O)cc2nc1C | -4 | ·
CCCCNC(=O)CCC1CCCN(c2cc(NCC)ncn2)C1 (stereo unspecified) | -1 | -7
COc1ccccc1/C=C1N=C(/C=C/c2ccc(Cl)cc2Cl)OC\1=O | 19 | -3
CCCC(=O)Nc1sc(C)c(C)c1C(N)=O | 3 | -2
Cc1ccc(C)c(-c2nc(-c3cccc(-c4ccn[nH]4)c3)no2)c1 | 18 | -4
CCn1cc2c(n1)-c1c(oc(C(=O)NC3CC3)c1C)CC2 | 0 | -6
NC(=O)CN(c1cc(C(F)(F)F)ccc1Cl)S(=O)(=O)c1ccccc1 | -2 | -10

Reformatted: entries from further up
Each structure is followed by: mHTT-CaM PPI inh | Pf apPOL block
CS(=O)(=O)N(CC(=O)Nc1cccc(Br)c1)c1ccccc1F
 : -6 | -8
Cc1cccc(-c2nc(Cn3ccnc3)no2)c1
 : -8 | -1
COc1ccc(-c2ncc(NC(=O)C(C)C)cn2)cc1
 : -3 | 0

Further compounds
SMILES | mHTT-CaM PPI inh | Pf apPOL block
N#CC(=CNc1ccccn1)S(=O)(=O)Cc1ccco1 | · | 6&-5
Cc1[nH]nc(N2CCCCCC2)c1[N+](=O)[O-] | 9 | -6
COc1c(-c2ccccc2)oc2c(ccc3ccoc32)c1=O | · | -18
O=C1CS(=O)(=O)C(c2ccc(Cl)cc2Cl)N1c1ccc(Cl)cn1 (stereo unspecified) | 0 | 1
CCn1c(=O)c(C(=O)NCc2ccc(F)cc2)nc2cccnc21 | 0 | -10
CC(C)NC(=O)c1ccc(OCC2CCCN2C(=O)c2ccc(C(F)(F)F)cc2)cc1 (stereo unspecified) | 23 | -2
CCC(CC)NC(=O)C1CCc2sc(C(=O)N(C)C)cc2C1 (stereo unspecified) | 0 | -3
CCOc1ccccc1NC(=O)C1CC(=O)N(c2ccc(C(C)C)cc2)C1 (stereo unspecified) | 10 | -2
O=C(NCCCCc1ccccc1)c1ccncc1 | -5 | -2
O=C(c1cccs1)N1CCN(C(C(=O)N2CCCCC2)C2CCCC2)CC1 (stereo unspecified) | 17 | 0
CCOCc1cc(C)[nH]c(=O)c1C#N | -7 | ·
CS(=O)(=O)N(CC(N)=O)c1cc(C(F)(F)F)ccc1Cl | -5 | 4
CN(C)CCNc1c2c(c(C#N)c3nc4ccccc4n13)CCC2 | -2 | 10
O=C(COc1ccc(Cl)cc1Cl)NCCn1ccc2ccccc21 | 8 | 5
O=C(NC(Cc1ccccc1)C(=O)O)OCc1ccccc1 (stereo unspecified) | -2 | -2
COc1cc(/C=C/C(=O)Nc2c3c(nn2-c2cccc(C)c2C)CSC3)cc(OC)c1OC | 35 | -4
O=C1CC(C(=O)NCc2ccco2)C2(CCCCC2)O1 (stereo unspecified) | 4 | -11
Nc1ccc(S(=O)(=O)NCCC2=CCCCC2)cc1 | -2 | -7
CC(C)c1nnc(-c2cc3sccc3s2)o1 | · | -10
O=C(O)c1ccnc(-c2cc(C(=O)O)ccn2)c1 | · | -23
CCc1c(C)nc2ccccc2c1SCCC(=O)O | -3 | 2
O=C(OCC#CC#CCOC(=O)c1cccnc1)c1cccnc1 | · | -10
CCCCn1c(=N)n(CC(O)COc2ccc(Cl)cc2)c2ccccc21 (stereo unspecified) | 42 | 2
O=c1c(CN2CCN(Cc3ccccc3)CC2)coc2ccc(Cl)cc12 | 5 | -2
O=C(CCC(=O)N1CC2CCCN2c2ccccc21)NCc1ccccn1 (stereo unspecified) | 43 | -5
C=CCN1CCN(C(=O)c2sc(Nc3ccc(Cl)cn3)nc2C)CC1 | 45 | -6
CS(C)=C1C(=O)NC(=O)N(c2ccccc2)C1=O | -6 | -6
COc1cccc(N=C(N)N)c1 | -8 | -7
CC(C)C[C@@H](COCc1ccc(C(F)(F)F)cc1)N1CCN(C(=O)c2ccc(C(F)(F)F)cc2)CCC1=O | 93* | -4
CC(C)c1cc(C(=O)NCC2CCCO2)nn1-c1nc2ccccc2s1 (stereo unspecified) | -18 | 1
Cc1ccc(-c2n[nH]c(=O)c3ccccc23)cc1S(=O)(=O)NC(C)(C)C | -3 | 1
CCCC(=O)N1CCCC1COc1ccc(C(=O)NC2CC2)cc1 (stereo unspecified) | -10 | -8
COc1cc(C2C3=C(CCCC3=O)Nc3nc(-c4ccc(O)cc4)nn32)cc(OC)c1OC (stereo unspecified) | 12 | -2
O=c1[nH]c2ccc(Br)cc2c(-c2ccccc2)c1[N+](=O)[O-] | 8 | -8
CC(C)C[C@@H]1COc2cc(Br)ccc2S(=O)(=O)N1Cc1cn(Cc2ccc(F)cc2)nn1 | -1 | -3
CC(=O)Nc1ccc(Nc2nc(-c3cccs3)cs2)cc1 | 50 | 18

One compound at a time, as listed above. Values in the order: mHTT-CaM PPI inh	Pf apPOL block
O=c1[nH]c2ccc(Br)cc2c(-c2ccccc2)c1[N+](=O)[O-] as listed: 8	-8
CC(C)C[C@@H]1COc2cc(Br)ccc2S(=O)(=O)N1Cc1cn(Cc2ccc(F)cc2)nn1 as listed: -1	-3
Cc1ccc(-c2n[nH]c(=O)c3ccccc23)cc1S(=O)(=O)NC(C)(C)C as listed: -3	1
O=C(CCC(=O)N1CC2CCCN2c2ccccc21)NCc1ccccn1 (stereo unspecified) as listed: 43	-5
CC(C)c1cc(C(=O)NCC2CCCO2)nn1-c1nc2ccccc2s1 (stereo unspecified) as listed: -18	1

(more compounds)
SMILES | mHTT-CaM PPI inh | Pf apPOL block
CS(=O)(=O)N1CCC(C(=O)Nc2ccc3c(c2)N(C(=O)c2ccccc2)CCC3)CC1 | -8 | -5
COc1ccccc1CNS(=O)(=O)c1ccc(F)c(C(=O)Nc2cccc(C)c2C)c1 | 1 | 4
CCOc1ccccc1-n1c(O)c(C=C2C=CC=N2)c(=O)[nH]c1=O | 10 | -3
Clc1ccc(-c2cc3n(c2)CCn2cccc2-3)cc1Cl | 100* | -7
O=c1c2cc(Cl)cc(Cl)c2oc2nc3n(c(=O)c12)CCCS3 | -8 | -3
CC(=O)c1ccc(NC(=O)C2CC(c3ccc(F)cc3)=NO2)cc1 (stereo unspecified) | -5 | 0
C=CCN1CC2=C(C1=O)C(c1ccc(C)cc1C)NC(=O)N2C (stereo unspecified) | 31 | 41
CCc1cccc(NC(=O)CN2C(=O)NC3(CCCCC3)C2=O)c1 | 4 | 0
COc1cccc(CNC(=O)C2(C)CCCN(S(=O)(=O)c3ccc(F)cc3F)C2)c1 (stereo unspecified) | -3 | -10
COc1ccc(C)cc1NC(=O)N1CCC(Cc2nc3cccnc3n2CC(C)C)C1 (stereo unspecified) | 22 | -5
O=C(CCN1CCCCC1)Nc1c(-c2ccccc2)c2cc(Br)ccc2[nH]c1=O | 99* | -9
Cc1ccc(C=C2C(=O)OC(C)(C(C)(C)C)OC2=O)cc1 (stereo unspecified) | 17 | -11
COc1cc(OC)c(C2C(C#N)=C(N)Oc3n[nH]c(-c4ccc5c(c4)OCO5)c32)cc1OC (stereo unspecified) | 32 | -9
CCc1nc(N2CCOCC2)c2c(C)nn(-c3ccc(F)cc3)c2n1 | -6 | 4
Cc1ccc(CNC(=O)c2cc(-c3ccncc3)cn2C)cc1 | 14 | -8
CCOc1ccc(C2CC(c3cccc(OC)c3)Nc3ncnn32)cc1 (stereo unspecified) | 12 | 0
NNC(=O)CC1NCCN(Cc2ccccc2)C1=O (stereo unspecified) | · | 1
COc1ccc(NC(=O)c2ccc(Cl)c(Cl)c2)cc1Cl | -5 | 2
CC(C)n1cc2cc(C(=O)N3CCN(CC(=O)N4CCCC4)CC3)sc2c1 | 16 | -3
O=C(O)C1C2C=CC3(O2)C1C(=O)N1c2ccccc2C2OCCC2C13 (stereo unspecified) | -5 | 0
CC1CCCN(CC2CCN(S(=O)(=O)c3ccc(C(C)(C)C)cc3)CC2)C1 (stereo unspecified) | 0 | 5
Cn1cc(CCN2CCN(S(=O)(=O)c3ccc(Cl)cc3)CC2)c2cccnc21 | 3 | 1
O=c1oc2ccccc2cc1-c1nnc(-c2ccc(Br)cc2)o1 | -6 | 2

Screening results: PubChem BioAssay, University of Kansas High Throughput Screening Laboratory
